Lipid storage S3: qHTS Assay for Lipid Storage Modulators in Drosophila S3 Cells; 320,000 compounds, 0.64% hits; Potency in µM for hits, for the others lipid storage change, negative = inhibition, % at the top dose, mostly 46.1 µM; Drosophila S3 cells, BODIPY lipid droplet fluorescence, 18-24 h; cells fed with added oleic acid; active = well fitted inhibition curve with a large enough effect in the signal ratio, with a control signal flat, not every such curve was filed as active; inconclusive = small, poorly fitted or top-dose-only effect, or effect the other way, or a change in a side signal; the % refers to the signal ratio
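Laser-scanning cytometry quantifies lipid droplet accumulation (500–530 nm total intensity; droplet/cell object ratio) in oleic acid-fed (400 uM added) Drosophila S3 cells treated with a concentration series. 20 uM Triacsin C defined 100% inhibition.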
Lipid storage S3 cell count max: second read-out of Lipid storage S3, no call of its own (marks repeat the call); cell number change, %; measured here: cell count max response;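 cells counted by Cell Tracker Red CMTPX staining in the red channel; peak over a dose series mostly up to 46.1 µM; percent activity relative to internal control wells on each plate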
* = called active by the depositor; i = inactive; ? = inconclusive; / = not tested or not shown; [ ] = another dose, or the depositor's remark. % is scaled to controls: 0 for no effect and ±100 for the full control effect; potency is read from the fitted curve at half-maximal effect. This is a subset (hit frequency here may not be typical).

SMILES | Lipid storage S3 | Lipid storage S3 cell count max
O=C(CCCN1C(=O)c2ccccc2C1=O)Nc1sc2c(c1C(=O)NCc1ccco1)CCC2 | ? | /
CCC(C)(C)C(=O)Nc1cc([N+](=O)[O-])ccc1Cl | 2.9% | 19.9
COc1ccc(C(C)(C)C)cc1NC(=O)c1c(C)noc1C | i | -16.3
C=CCN(CC=C)CCOc1ccc(C)cc1[N+](=O)[O-] | -6.3%[9.22 µM] | -12.2
CC1=C(C(=O)OC(C)C)C(c2ccc(Cl)cc2)n2c(s/c(=C\c3ccc(OCC(=O)O)cc3)c2=O)=N1 (centres undefined) | ? | /
O=C(NC1CCCC1)c1ccc(CN2CCOCC2)cc1 | ? | /
Cc1nn(-c2nc3ccccc3s2)c(C)c1Oc1ccccc1O | ? | /
CC(C)CC(=O)NC(Nc1ccccc1F)C(Cl)(Cl)Cl (centres undefined) | ? | /
CSc1ccccc1C(=O)N(CC1CCCO1)c1c(N)n(Cc2ccccc2)c(=O)[nH]c1=O (centres undefined) | 14.0% | -18.4
O=C(NCc1ccccn1)c1cccn1-c1ncc(C(F)(F)F)cc1Cl | 7.6% | 50.2
N#Cc1nc(-c2ccc(F)cc2)oc1N1CCCCC1 | -4.7% | 29.5
O=C(CSc1ccc2nnc(CCNC(=O)c3ccccc3)n2n1)Nc1ccc(F)cc1F | ? | /
O=C(N/N=C/c1cccc(NC(=O)c2ccc(Cl)cc2)c1)c1cccc(O)c1 | ? | /
COc1ccc(N(CC(=O)O)S(=O)(=O)c2ccc(C)cc2)cc1Cl | -0.2% | 7.8
Cc1cc2ccccc2n1CCNC(=O)C1CCCCC1 | ? | /
C=CCN1C(=O)/C(=C2/Sc3ccccc3N2CC)SC1=S | i | 21.3
Nc1nc(SCC(=O)Nc2ccc(Br)cc2F)n[nH]1 | 4.8% | -6.1
C=CCNC(=O)C1CCC(CNc2nc(=S)[nH]c3ccccc23)CC1 (centres undefined) | 13.9% | -1.8
COc1cccc(NC(=O)CN2C(=O)c3cccnc3Oc3ccc(Cl)cc32)c1 | -10.0% | 5.2
CSc1nnc2c3cc(F)ccc3n(C)c2n1 | i | 5.5
Cc1cc(C)c(C2=NOC3C4CCC(C4)C23)c(C)c1 (centres undefined) | ? | /
Cc1ccc(-c2ccc3nnc(SCC(N)=O)n3n2)cc1 | 17.3%[9.22 µM] | 0.3
CCOC(=O)Cc1nnc(NC(=O)Nc2ccccc2)s1 | ? | /
COC(=O)C(C(C)C)N1CCc2c(C)nc3c(C#N)cnn3c21 (centres undefined) | ? | /
CCOC(=O)N1CCN(S(=O)(=O)c2ccc(C(=O)N(CCCN(C)C)c3nc4c(F)cc(F)cc4s3)cc2)CC1 | ? | /
O=C(Nc1ccc(C(F)(F)F)cc1[N+](=O)[O-])O[C@H]1[C@H](Cc2ccccc2)NS(=O)(=O)[C@H]2C[C@@H]3C=C[C@]12O3 | i | /
CC1=NCCN1S(=O)(=O)c1cc([N+](=O)[O-])ccc1Cl | ? | /
Cn1c(C(=O)N2CCCC(C(=O)NCCCSC3CCCCC3)C2)cc2sccc21 (centres undefined) | ? | /
COc1ccc(S(=O)(=O)Cc2ccc(C(=O)N3CCN(c4ccccn4)CC3)o2)cc1 | ? | /
Cc1cc2c(=O)n(CC(=O)N3CCN(c4ccc(F)cc4)CC3)cnc2s1 | ? | /
O=C(NC1CCCCC1)C1CCC(CNS(=O)(=O)c2cccc3nsnc23)CC1 (centres undefined) | ? | /
COC(=O)Cc1cc(=O)oc2c(C)c(O)ccc12 | i | /
COc1ccc(-c2cc(C(=O)NC(Cc3c[nH]c4ccccc34)C(=O)O)c(C)o2)cc1OC (centres undefined) | ? | /
O=C(O)/C(=C\c1ccc(Br)cc1)c1ccc(S(=O)(=O)N2CCCCC2)s1 | -0.9% | 1.9
COc1ccc(CNC(=O)CSc2cccc3cccnc23)cc1 | ? | /
COc1ccc2c(c1)nc(SCC(=O)C(C)(C)C)n2C | -3.2% | /
Cc1cccc(NC(=O)CSc2nc3nc(C)cc(C)c3c(=O)[nH]2)c1 | -2.4% | -6.0
CCC1=NN2C(=N)/C(=C\c3cccn3-c3ccc(Cl)cc3)C(=O)N=C2S1 | ? | /
Brc1csc(/C=N/Nc2nc3ccccc3s2)c1 | ? | /
CCC(C)(C)n1nnnc1C(c1ccccn1)N1CCOCC1 (centres undefined) | ? | /
CSc1ccccc1C(=O)C1CCCN(Cc2cnn(-c3ccccc3)c2)C1 (centres undefined) | 12.4% | 2.9
COc1cc2nc(CN3CCN(S(=O)(=O)c4ccccc4)CC3)[nH]c(=O)c2cc1OC | ? | /
O=C(CSc1nncn1-c1cccnc1)Nc1ccccc1[N+](=O)[O-] | ? | /
CCCCCC1=CCC/C1=N\NC(=O)c1ccc2c(c1)OCO2 | ? | /
COc1ccc(N(C(=O)c2ccco2)C(C(=O)NC2CCCC2)c2ccc(C)cc2)c(OC)c1 (centres undefined) | ? | /
COc1cc(/C=C/CO)cc(OC)c1OC/C=C(\C)CCC=C(C)C | ? | /
COc1ccccc1NC(=O)CN1C(=O)COc2ccc(C)cc21 | ? | /
CCCNC(=O)C1CC2Cn3c(nc4ccccc43)C2N1C (centres undefined) | ? | /
COc1ccc(/C=N/Nc2nc3ccccc3o2)cc1O | ? | /
C/C=C\C=C\C(=O)N1CC2(CC(c3cccc(NC(=O)CC)c3)=NO2)C[C@H]1C(N)=O (some centres undefined) | 6.4% | 21.2
CC(C)(C)OC(=O)N1CCCC(C(=O)CC#N)C1 (centres undefined) | 13.0% | 0.1
COc1ccccc1N(Cc1ccccc1)S(=O)(=O)c1cccc(C(=O)NC2CC(C)(C)NC(C)(C)C2)c1 | ? | /
O=C(Nc1ncc(Cc2cccc(C(F)(F)F)c2)s1)C1CCCO1 (centres undefined) | -2.8% | -4.4
O=C(CN1CCCC1)Nc1ccc(Br)cc1[N+](=O)[O-] | i | -17.6
Cc1nnc(SCC(=O)Nc2ccccc2)[nH]c1=O | i | 21.2
O=C(CN(Cc1ccccc1)C(=O)c1csnn1)NCc1ccccc1 | ? | /

Other compounds.
Every second line gives: Lipid storage S3 | Lipid storage S3 cell count max
- OCCNCC12CC3CC(CC(C3)C1)C2
  -15.0% | 0.3
- CC(C)c1ccc(O)c(N)c1
  i | /
- COc1ccc(C(=O)NC(Oc2ccccc2)C(Cl)(Cl)Cl)cc1 (centres undefined)
  3.0% | -4.2
- Cc1nn(S(=O)(=O)c2ccc(Br)cc2)c(C)c1S(=O)(=O)N1CCOCC1
  i | -0.6
- Cc1occc1C(=O)N1CCN(S(=O)(=O)c2ccc(F)cc2)CC1
  ? | /
- CN(C)CCN(Cc1ccccc1)S(=O)(=O)c1ccc(-c2ccc(=O)[nH]n2)s1
  i | /
- CC(=O)Nc1ccc(C(=O)CSc2nnc(Cn3nnc4ccccc43)n2C)cc1
  10.9% | 2.1
- Clc1ccc(-c2nn3c(-c4ccccc4)nnc3s2)cc1
  ? | /
- O=C(Nc1ccc(N2CCOCC2)cc1)c1cccc2c(Br)cccc12
  ? | /
- CCOC(=O)N1CCN(C(c2ccc(C)cc2)c2sc3nc(C)nn3c2O)CC1 (centres undefined)
  7.1% | 18.8
- O=c1c(Cl)c(N2CCN(c3ccc(F)cc3)CC2)cnn1-c1nc2ccccc2s1
  ? | /
- O=C1CCCC2=C1C(c1ccccc1)n1c(s/c(=C/c3cccc(F)c3)c1=O)=N2 (centres undefined)
  ? | /
- Cc1ccccc1NC(=S)N(CCN1CCCCCC1)Cc1cccs1
  ? | /
- Cc1ccc(F)c([C@H]2[C@H]3C=CC[C@@H](C)[C@@H]3C(=O)N2Cc2ccccc2)c1
  ? | /
- CCOC(=O)c1sc(NC(=O)CSc2n[nH]c(-c3ccccc3)n2)c(C#N)c1C
  i | /
- COc1ccc(CN2C(=O)c3ccccc3C2OC)cc1 (centres undefined)
  ? | /
- Cc1noc(C)c1CCC(=O)N1CCCC(CO)(Cc2ccccc2)C1 (centres undefined)
  i | 24.4
- O=C(CS(=O)c1cccc(C(F)(F)F)c1)Nc1ccc(Cl)cc1Cl (centres undefined)
  i | /
- CN1CCc2c(sc(NC(=O)Cc3ccc(F)cc3)c2C(N)=O)C1
  i | 9.4
- C[C@H]1CN=C(N(C)C)N1CCc1ccc(F)cc1
  ? | /
- CC(C)c1nc(SCC(=O)Nc2nc3c(s2)CCCC3)c2ccccc2n1
  ? | /
- O=[N+]([O-])c1ccc(O)c(Nc2c([N+](=O)[O-])ccc3nonc23)c1
  ? | /
- Cc1cc(NC(=O)COn2nnc3ccc(S(C)(=O)=O)cc32)ccc1Br
  ? | /
- CC(C)CNC(=O)C1CCN(Cc2ccc(OCc3ccccc3)cc2)CC1
  -1.5% | 4.2
- COc1ccc(CN2C(=O)CN=C2Nc2cccc(C)c2C)cc1
  i | -17.2
- Cc1cc(=O)n2nc(N3CCC(C(=O)Nc4cccc(Cl)c4C)CC3)sc2n1
  i | 9.7
- O=C(CN(C(=O)CNC(=O)c1cccs1)c1ccccc1F)NC1CCCC1
  ? | /
- COc1ccc(C(C)=O)cc1COC(=O)CNC(=O)c1ccc(Cl)cc1
  -8.4% | -0.1
- COCCCNc1nc2c(-c3cccc(C)c3)nnn2c2ccccc12
  ? | /
- O=C(CSc1nnc(-c2ccc(F)cc2)o1)N1CCCC1
  ? | /
- Cc1ccc(-c2nc(Nc3cccc(O)c3)c3ccccc3n2)cc1
  ? | /
- CN(C(=O)CSc1nnc(CN2CCCC2)n1Cc1ccccc1)c1ccccc1
  11.4%[0.0737 µM] | /
- Cc1onc(C(=O)NN)c1-c1csc(COc2ccccc2)n1
  10.4% | 13.8
- CCN(CC)S(=O)(=O)c1ccc(OC)c(NC(=O)CCS(=O)(=O)Cc2ccccc2)c1
  ? | /
- CC(=O)c1ccccc1OCC(O)Cn1ccnc1 (centres undefined)
  ? | /
- N#Cc1c(NCCN)nc(NCc2ccccc2)c2c1CCN(Cc1ccccc1)C2
  20.7% | -20.2
- CN(CC(=O)NCCc1ccccc1)S(=O)(=O)c1ccccc1
  ? | /
- CN(CC(=O)Nc1ccc2c(c1)OCCO2)S(=O)(=O)c1ccc(Br)s1
  ? | /
- C[C@H](NC(=O)c1cc2cc(Cl)ccc2n1C)C(=O)N1CCC[C@H]1C(=O)O
  14.0% | 28.5
- CCOC(=O)N1CCN(C(=O)c2cc3c(=O)n4ccccc4nc3s2)CC1
  -9.9% | 2.3
- O=C(COC(=O)c1ccc(Cl)c(S(=O)(=O)N2CCCCC2)c1)NCC1CCCCC1
  ? | /
- Cc1nn(S(=O)(=O)N2CCCCC2)c(C)c1Br
  ? | /
- COc1ccc(C(=O)C2CCN(C(=O)Nc3ccc(C)cc3)CC2)cc1
  ? | /
- CC#CCCC(=O)N1C=Cc2ccccc2C1C#N (centres undefined)
  15.2% | -3.6
- O=C(O)c1ccc2oc(=O)c(S(=O)(=O)c3ccccc3)cc2c1
  -10.9% | -9.2
- COc1ccc(CC(O)CC2c3c(cc4c(c3OC)OCO4)CCN2C)cc1 (centres undefined)
  ? | /
- Cn1c(SCC(=O)N2CCCCCC2)nc2c(c1=O)SCC2
  ? | /
- COc1ccc(-c2noc(CN(C(=O)c3ccoc3C)C(C)C)n2)cc1
  ? | /
- O=C(O)CSc1nnc(NC(=O)CN2CCOCC2)s1
  -6.0% | 3.3
- C#CCOCCOCCOCCNc1nc(N2CCN(C(=O)[C@H](CCC(=O)O)n3cc(C(N)Cc4ccc(O)cc4)nn3)CC2)nc(N2CCN(C(=O)[C@H](CCCCN)n3cc(C(N)[C@H](C)CC)nn3)CC2)n1 (some centres undefined)
  3.8% | -9.2
- CCN(CC)c1ccc(/C=N/Nc2cccc(C)c2)c(O)c1
  -2.7% | 12.2
- CCCNc1nc(C)cc(-c2cc(C(=O)NC3CCCC3)on2)n1
  ? | /
- CC1CCCN(c2ccc(/C=C(\C#N)c3nn(-c4ccccc4)c(N)c3C#N)cc2[N+](=O)[O-])C1 (centres undefined)
  ? | /
- CN(Cc1nc2ccccc2[nH]1)C(=O)C1CCC(=O)N(C2CCCC2)C1 (centres undefined)
  -20.8% | 4.0
- Cc1ccc(-c2ccc(/C=N/n3cnnc3)o2)cc1
  5.9% | 9.0
- Cc1c(NC(=O)/C(C#N)=C\c2cccs2)c(=O)n(-c2ccccc2)n1C
  -3.3% | -8.5
- O=C1c2ccccc2NC(c2cccc([N+](=O)[O-])c2)N1CCc1ccccc1 (centres undefined)
  5.8µM* | 8.7*
- COCCNC(=O)c1cc(Sc2nnc(C)s2)nc2ccccc12
  ? | /
- Cn1c(NCc2cccs2)nc2ccccc21
  ? | /
- CN(C)c1nc(N(C)C)n(C(=O)c2ccc(F)cc2)n1
  ? | /
- CC(OC(=O)c1ccccc1NCCO)C(=O)NC1CCCCC1C (centres undefined)
  ? | /
- O=C1CSc2ccc(S(=O)(=O)CCC(=O)NC3CCCCC3)cc2N1
  ? | /
- CC(=O)c1ccc(N=Cc2c(O)n(-c3cc(Cl)ccc3N3CCOCC3)c(=O)c3ccccc23)cc1
  i | 21.9

As a working copy, part of the list above.
Every second line gives: Lipid storage S3 | Lipid storage S3 cell count max
- Cn1c(NCc2cccs2)nc2ccccc21
  ? | /
- CN(C)c1nc(N(C)C)n(C(=O)c2ccc(F)cc2)n1
  ? | /
- CC(OC(=O)c1ccccc1NCCO)C(=O)NC1CCCCC1C (centres undefined)
  ? | /
- O=C1CSc2ccc(S(=O)(=O)CCC(=O)NC3CCCCC3)cc2N1
  ? | /
- CC(=O)c1ccc(N=Cc2c(O)n(-c3cc(Cl)ccc3N3CCOCC3)c(=O)c3ccccc23)cc1
  i | 21.9

Compound activity (PubChem BioAssay)
